Screens from PubChem BioAssay.
Mm-Cpn inhibitor – blocks the Methanococcus maripaludis chaperonin Mm-Cpn | hit rate 0.031% among 330,000 | Potency, µM (doses to about 76.9 µM), inactives show at the highest dose activity, negative = inhibition, hits mostly inhibitors | purified Mm-Cpn ATPase, ADP Transcreener TR-FRET | AID 504842; further: potency means the concentration at half of the fitted maximal effect; on the % scale 0 is the no-effect control and ±100 the full control effect; nearly all actives have a fitted effect of over 80% in size
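ATP (10 uM final) was added to archaeal chaperonin (25 nM final) after 10 min exposure to test compound at 37°C; after 30 min further incubation, ADP was detected by competitive TR-FRET.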
PTHR1 ag – PTHR1 (human) receptor agonism. Q03431. HEK293 GP2 PTHR1 cells, GloSensor cAMP luminescence, 1 h. Potency, µM (top dose mostly 115 µM), for the others: at the highest dose activation, most hits filed as activators. hit rate 0.075% among 410,000. AID 743266; further: potency means the concentration at half of the fitted maximal effect; nearly all actives have a fitted effect of over 55% in size; some results filed as inactive show a strong effect at the top dose; inactives centre near -15; many of its hits are not listed in these tables
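HEK-293-derived GP2 cells expressing PTHR1 and a GloSensor cAMP reporter, 3,000/well, plated overnight, given luciferin plus IBMX (each 0.5 mM as added) for 1 h at 37 °C, then compound for 1 h at 37 °C. Luminescence was read after 15 min at room temperature.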
Akt phos inh – blocks phosphorylation of Akt; Neuro2A IGF-stimulated pAkt S473 HTRF, 20 min; hits give low values; activity change, % for hits at 50 µM; hit rate 0.32% among 360,000; in the data active means activity change below about -80%; inconclusive means mostly about -51% to -80%; further: on the % scale 0 is the no-effect control and ±100 the full control effect
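Single-point screen (50 µM final compound) in Neuro2A cells stimulated 20 min with 6 nM IGF at 37 deg C. After lysis, Ser473-phosphorylated Akt read by HTRF (ex 330 nm, em 615/665 nm) as the 665/615 ratio.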
aSyn yeast inh – inhibitors of alpha-synuclein toxicity in yeast | Yeast expressing alpha-synuclein, growth rescue, BacTiter-Glo, 24 h | Potency, µM (top dose mostly 46.1 µM), inactives show top-dose growth rescue (activation), most hits filed as activators | hit rate 0.14% among 370,000; further: potency means the concentration at half of the fitted maximal effect; % of control where 0% means no effect; nearly all actives have a fitted effect of over 65% in size
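Rescue of yeast growth: cells expressing toxic alpha-synuclein, induced in galactose at OD600 0.02, incubated with compound 24 h at 30 C. ATP luminescence quantified growth; inhibitors of toxicity appear as activators.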
Abeta yeast res – compounds reversing amyloid beta toxicity in yeast; yeast expressing A-beta42, growth rescue, OD600, 48 h; response scale: 0% DMSO, 100% iron-clioquinol control; hit rate 0.063% among 410,000; AID 1347071; Potency, µM (top dose mostly 46.1 µM), for inactives: top-dose growth rescue, actives largely listed as activators; further: potency means the concentration at half of the fitted maximal effect; nearly all actives have a fitted effect of over 55% in size
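Yeast growth medium received pinned compounds, then yeast cells expressing toxic A-beta were added; plates incubated at 30 C for 48 hr. Growth read as absorbance at 600 nm, normalized to DMSO and equimolar FeCl3 plus clioquinol controls.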
TDP43 rescue – rescues yeast growth from TDP-43 toxicity. AID 652104. hit rate 1.8% among 410,000. Potency, µM (highest dose often 46.1 µM), inactives show at the top dose growth rescue (activation), most hits filed as activators. TDP-43 expressing yeast growth rescue, BacTiter-Glo, 24 h; further: potency means the concentration at half of the fitted maximal effect; % of control where 0% means no effect; nearly all actives have a fitted effect of over 50% in size
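Growth rescue of TDP-43-toxic yeast measured as ATP luminescence (BacTiter-Glo). Cells grown to mid-log in raffinose, induced in galactose at OD600=0.02, exposed to compound 24 hr at 30 deg C.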
GLP-1R inv ag – GLP-1 receptor (human) inverse agonism; P43220; HEK293 GLP-1R CRE-luciferase, luminescence, 24 h; GLP-1R form is constitutively active; Potency, µM (top dose mostly 38.3 µM), for inactives: at the highest dose activity change, negative = inhibition, most hits filed as inhibitors; hit rate 1.6% among 410,000; further: potency means the concentration at half of the fitted maximal effect; on the % scale 0 is the no-effect control and ±100 the full control effect; nearly all actives have a fitted effect of over 55% in size
Target sequence (P43220 whole entry, looked up): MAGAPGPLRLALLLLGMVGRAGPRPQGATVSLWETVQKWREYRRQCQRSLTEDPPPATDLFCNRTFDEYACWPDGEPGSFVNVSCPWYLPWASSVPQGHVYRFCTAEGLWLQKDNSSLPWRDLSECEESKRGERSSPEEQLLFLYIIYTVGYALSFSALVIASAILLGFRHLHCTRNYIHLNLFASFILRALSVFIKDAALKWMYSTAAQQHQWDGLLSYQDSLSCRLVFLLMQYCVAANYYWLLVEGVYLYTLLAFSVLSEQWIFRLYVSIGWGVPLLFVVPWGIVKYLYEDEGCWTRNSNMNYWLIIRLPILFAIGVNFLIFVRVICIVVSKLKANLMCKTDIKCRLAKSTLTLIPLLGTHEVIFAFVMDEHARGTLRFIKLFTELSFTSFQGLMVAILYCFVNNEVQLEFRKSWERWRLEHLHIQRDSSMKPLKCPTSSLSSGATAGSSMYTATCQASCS
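HEK293 cells stably co-expressing constitutively active GLP-1R and a cAMP-responsive luciferase reporter were seeded in DMEM with 10% Nu serum, given compounds after 12 h, and incubated 24 h at 37 deg C. Luminescence was then read.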
HEK293 tox – cytotoxicity in counter-screen for GLP-1R inverse agonists. Potency, µM (series often up to 38.3 µM), for the others: top-dose activity change, negative = inhibition, usual class: inhibitors. HEK293 cAMP-luciferase reporter cells, luminescence, 24 h. hit rate 0.13% among 410,000;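 further: loss of luciferase light is scored as toxicity; potency means the concentration at half of the fitted maximal effect; on the % scale 0 is the no-effect control and ±100 the full control effect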
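Cells in DMEM/10% Nu serum/1% pen-strep, 1536-well format. Pre-incubated 12 h, dosed with 23 nL compound, incubated a further 24 h. Luciferase detection, 12 min at room temp, luminescence.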
FUS suppressor – rescues growth of FUS-expressing yeast; hit rate 0.24% among 390,000; S. cerevisiae FUS-expressing, growth rescue, OD600, 24 h; Potency, µM (series often up to 76.6 µM), for inactives: at the highest dose growth rescue (activation), actives largely listed as activators; AID 1347120;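 further: potency means the concentration at half of the fitted maximal effect; plate controls were DMSO vehicle for no effect and reference control for full effect; nearly all actives have a fitted effect of over 55% in size; some results filed as inactive show a strong effect at the top dose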
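Yeast FUS proteinopathy model; galactose-induced FUS (2%), starting OD 0.005. Cpds in dilution series, 24hr, 30C, 99% humidity. Abs 600 nm growth. Pos ctrl CP55940 (top 92uM final); neg ctrl DMSO.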
* marks the source's active call; other numbers are inactive results; i = inactive; ? = inconclusive; · = no result given; & = joins results of further samples; [ ] = dose if it differs, or a comment. Unless noted, the call rests on the fitted dose curve; in most records, active means well fitted curve in the direction sought with a large enough effect; inconclusive means small, poorly fitted or top-dose-only effect, or another doubt; inactive means no such curve, though single readings can be large; an effect the other way counts as inactive or inconclusive.

Order of values – Abeta yeast res	PTHR1 ag	Mm-Cpn inhibitor	FUS suppressor	aSyn yeast inh	TDP43 rescue	HEK293 tox	Akt phos inh	GLP-1R inv ag
> CCCN(CCC)C(=O)C1CCCN(S(=O)(=O)c2ccc3c(c2)oc(=O)n3C)C1 (stereo unspecified)
 : 4.3%&0.2%	-12.3%	0.3%	22.2%&-8.0%	4.1%	15.6%&10.2%	-0.2%&-2.5%	i	-0.5%&0.8%
> COc1ccc(NC(=O)Cn2c(=O)n(-c3ccc(C)cc3)c(=O)c3c2cnn3C)cc1
 : -8.7%	-96.9%[inhibitor]	·	?	·	-7.3%	-1.2%	·	1.5%
> Cc1cc(C)cc(NC(=O)NCC2CCN(Cc3cc(C)ccc3C)CC2)c1
 : -4.0%&-5.3%	i	1.4%	-23.9%&-13.6%	1.0%	11.4%&15.6%	3.7%&-3.2%	i	-10.6%&2.4%
> O=C(NCc1nnnn1-c1ccc(F)cc1)c1ccc2c(c1)OCO2
 : -5.3%	-44.2%[inhibitor]	·	-23.7%	-9.3%	14.2%	-5.5%	i	-1.6%
> Cc1c(Cl)cccc1NCC(=O)NN=C1CCCC1
 : 0.2%	-5.2%	1.0%	9.1%	0.6%	-10.0%[1.82 µM]	4.2%	i	-0.8%
> CC(C)c1ccc(NC(=S)NN(c2ccccc2)c2ccccc2)cc1
 : -9.4%	-25.4%	3.7%	·	-6.7%	2.4%	?	i	5.62µM*
> CCN(CC)S(=O)(=O)c1ccc(N2CCCC2)c(NS(=O)(=O)c2ccc(F)cc2)c1
 : 1.1%	i	1.3%	11.2%	1.1%	-3.4%	10.9%	i	?
> COCCNC(=O)c1cnn2c(C(F)F)cc(-c3ccc(C)cc3)nc12
 : -7.5%	i	0.7%	-14.1%	0.4%	0.0%	-19.0%	i	19.2%
> Cc1ccc(C)c(NS(=O)(=O)c2cc(C(N)=O)ccc2C)c1
 : 3.4%	18.7%[57.5 µM]	2.2%	2.0%	-0.8%	-9.4%	-28.1%	i	0.0%
> CN1C(=S)N(c2ccccc2)C(=O)/C1=C/c1cccs1
 : -4.7%	i	2.6%	·	-5.4%	-4.9%	-2.8%	i	16.1%
> COc1cccc(NC(=O)Cn2c(=O)n(Cc3ccccc3)c(=O)c3c2c2cc(C)ccc2n3C)c1
 : -11.2%	i	·	6.3%	·	12.4%	-0.5%	·	11.4%
> O=C(OCc1nnc(-c2ccc(Br)cc2)o1)c1cncc(Br)c1
 : -26.8%	i	-6.1%	20.6%	-8.4%	9.2%	-3.4%	i	14.1%
> COc1cccc(CN(C)C(=O)c2cc(S(=O)(=O)N3CCCCCC3)ccc2OC)c1
 : -13.0%	i	-1.6%	23.3%	15.9%	4.1%	2.1%	i	?
> Cc1ccc(OC(C)C(=O)Nc2cccc(S(=O)(=O)N3CCCCCC3)c2)cc1 (stereo unspecified)
 : 10.7%	-39.5%	·	10.7%	-0.5%	10.0%	5.5%	i	?
> Cc1cccc(NC(=O)Cn2c(=O)n(Cc3ccc4c(c3)OCO4)c(=O)c3ccccc32)c1
 : -6.0%	-5.7%	·	8.2%	·	18.1%	-4.7%	·	4.8%

Order of values – Abeta yeast res	PTHR1 ag	Mm-Cpn inhibitor	FUS suppressor	aSyn yeast inh	TDP43 rescue	HEK293 tox	Akt phos inh	GLP-1R inv ag
> COc1cccc(C(=O)Nc2ccc(C3CC3(Cl)Cl)cc2)c1 (stereo unspecified)
 : 7.6%	-55.8%[inhibitor]	-2.5%	-28.8%	-0.8%	22.3%	-31.0%	i	?
> CN(c1nc2ccccc2n2c(C3CC3)nnc12)S(=O)(=O)c1ccccc1
 : 2.3%	i	-3.2%	-19.5%	2.0%	8.0%	6.3%	i	13.6%
> Cc1ccc(CNC(=O)CCS(=O)(=O)c2cc(Br)cc3c2N(C(=O)C2CC2)CC3)cc1
 : -3.0%	-6.3%	·	?	·	11.2%	-25.1%	·	16.6%
> CCOc1cc(/C=C/C(=O)OCC(=O)N(CC)C2CCS(=O)(=O)C2)cc(Cl)c1OC (stereo unspecified)
 : -3.1%	-13.7%	·	-14.8%	-1.5%	4.7%	10.8%	i	8.3%
> COc1cccc(-c2ccc(NC(=O)C3CCCN(Cc4ccc(CO)o4)C3)cc2)c1 (stereo unspecified)
 : 6.9%	-32.0%[inhibitor]	-0.1%	29.7%	0.8%	8.2%	-2.6%	i	?
> CCc1ccc2c(CN3CCN(S(=O)(=O)c4ccc5c(c4)OCCO5)CC3)cc(=O)oc2c1
 : -3.6%	-5.7%	-8.5%	43.8%	4.1%	2.7%	-2.2%	i	0.0%
> Cn1c(=O)c2c(nc(SCc3nc(N)nc(N4CCCCC4)n3)n2C)n(C)c1=O
 : -3.3%	i	-1.9%	·	-0.5%	-16.6%	-0.8%	i	19.0%
> CCCn1c(SCC(=O)N2CCCc3ccccc32)nc2c1c(=O)n(C)c(=O)n2C
 : -4.1%	i	1.8%	20.9%	-0.9%	24.1%	-1.5%	i	0.0%
> Nn1cnnc1N/N=C/c1ccc(F)cc1
 : 0.0%	-18.8%	0.8%	4.8%	-23.4%	-20.5%	?	i	?
> O=C(c1ccc(CN2CCOCC2)cc1)N1CCN(c2ccccc2F)CC1
 : 10.0%[9.22 µM]	i	-1.0%	-31.5%	1.4%	3.1%	22.1%	i	-20.6%
> CC1CCCCN1S(=O)(=O)c1ccc(NC(=O)c2cccc(-n3cnnn3)c2)cc1 (stereo unspecified)
 : ?	-28.1%	0.6%	31.7%	3.0%	17.8%	4.2%	i	-6.2%
> CC(/C=N/n1c(-c2ccc(Cl)cc2)n[nH]c1=S)=C\c1ccco1
 : 0.0%	i	3.9%	·	8.0%	?	-8.0%	i	16.5%

An excerpt of these results, as tab-separated lines:
SMILES	Abeta yeast res	PTHR1 ag	Mm-Cpn inhibitor	FUS suppressor	aSyn yeast inh	TDP43 rescue	HEK293 tox	Akt phos inh	GLP-1R inv ag
CN(c1nc2ccccc2n2c(C3CC3)nnc12)S(=O)(=O)c1ccccc1	2.3%	i	-3.2%	-19.5%	2.0%	8.0%	6.3%	i	13.6%
Cc1ccc(CNC(=O)CCS(=O)(=O)c2cc(Br)cc3c2N(C(=O)C2CC2)CC3)cc1	-3.0%	-6.3%	·	?	·	11.2%	-25.1%	·	16.6%
CCOc1cc(/C=C/C(=O)OCC(=O)N(CC)C2CCS(=O)(=O)C2)cc(Cl)c1OC (stereo unspecified)	-3.1%	-13.7%	·	-14.8%	-1.5%	4.7%	10.8%	i	8.3%
COc1cccc(-c2ccc(NC(=O)C3CCCN(Cc4ccc(CO)o4)C3)cc2)c1 (stereo unspecified)	6.9%	-32.0%[inhibitor]	-0.1%	29.7%	0.8%	8.2%	-2.6%	i	?
CCc1ccc2c(CN3CCN(S(=O)(=O)c4ccc5c(c4)OCCO5)CC3)cc(=O)oc2c1	-3.6%	-5.7%	-8.5%	43.8%	4.1%	2.7%	-2.2%	i	0.0%
Cn1c(=O)c2c(nc(SCc3nc(N)nc(N4CCCCC4)n3)n2C)n(C)c1=O	-3.3%	i	-1.9%	·	-0.5%	-16.6%	-0.8%	i	19.0%
CCCn1c(SCC(=O)N2CCCc3ccccc32)nc2c1c(=O)n(C)c(=O)n2C	-4.1%	i	1.8%	20.9%	-0.9%	24.1%	-1.5%	i	0.0%
Nn1cnnc1N/N=C/c1ccc(F)cc1	0.0%	-18.8%	0.8%	4.8%	-23.4%	-20.5%	?	i	?
O=C(c1ccc(CN2CCOCC2)cc1)N1CCN(c2ccccc2F)CC1	10.0%[9.22 µM]	i	-1.0%	-31.5%	1.4%	3.1%	22.1%	i	-20.6%
CC1CCCCN1S(=O)(=O)c1ccc(NC(=O)c2cccc(-n3cnnn3)c2)cc1 (stereo unspecified)	?	-28.1%	0.6%	31.7%	3.0%	17.8%	4.2%	i	-6.2%
CC(/C=N/n1c(-c2ccc(Cl)cc2)n[nH]c1=S)=C\c1ccco1	0.0%	i	3.9%	·	8.0%	?	-8.0%	i	16.5%

This is a subset; rates above refer to the full screens.
